hIAP activ – human IAP activators, primary screen, biochemical, luminescence, uHTS. purified human IAP, CDP-Star luminescence, 30 min; stronger effect = higher value; 1 = vehicle-only enzyme, 0 = enzyme-free background. hit rate 0.16% among 330,000. activation factor at 10 µM. Intestinal-type alkaline phosphatase (Homo sapiens), P09923. AID 2524, 2010;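 active = activation factor of the enzyme at least 2-fold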; note: the source names both 10 and 20 µM as test concentration; values of inactives mirror those of a sister screen read the other way
Target sequence (P09923 whole entry, looked up): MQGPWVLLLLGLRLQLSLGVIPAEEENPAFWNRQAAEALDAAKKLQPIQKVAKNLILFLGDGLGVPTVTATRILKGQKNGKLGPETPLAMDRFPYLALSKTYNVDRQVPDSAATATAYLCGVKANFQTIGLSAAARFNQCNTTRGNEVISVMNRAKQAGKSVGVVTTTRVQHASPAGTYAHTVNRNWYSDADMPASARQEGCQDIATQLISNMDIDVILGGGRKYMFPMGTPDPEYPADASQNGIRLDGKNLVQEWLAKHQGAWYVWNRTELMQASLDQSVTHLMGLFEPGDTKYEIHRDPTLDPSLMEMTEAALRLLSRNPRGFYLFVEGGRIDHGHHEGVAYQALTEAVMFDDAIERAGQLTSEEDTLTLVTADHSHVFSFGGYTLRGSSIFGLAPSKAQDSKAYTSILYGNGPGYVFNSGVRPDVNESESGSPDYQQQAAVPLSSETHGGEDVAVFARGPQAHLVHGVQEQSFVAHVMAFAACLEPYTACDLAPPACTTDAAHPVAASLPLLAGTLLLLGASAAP
A3A deaminase – APOBEC3A ssDNA deaminase inhibitors, primary screen, selectivity assay for APOBEC3G inhibitor project, biochemical, FAM/TAMRA oligo cleavage fluorescence. DNA dC->dU-editing enzyme APOBEC-3A (Homo sapiens), P31941. recombinant A3A, FAM/TAMRA ssDNA deamination fluorescence. inhibition, % at 20 µM. hit rate 0.41% among 330,000;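 active = at least 40% inhibition at 20 µM here, with at most 30% in a related deaminase screen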;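 note: plate controls were A3A with DMSO for no effect and wells lacking A3A enzyme for full effect; some results filed as inactive read as strong as hits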
Target sequence (P31941 whole entry, looked up): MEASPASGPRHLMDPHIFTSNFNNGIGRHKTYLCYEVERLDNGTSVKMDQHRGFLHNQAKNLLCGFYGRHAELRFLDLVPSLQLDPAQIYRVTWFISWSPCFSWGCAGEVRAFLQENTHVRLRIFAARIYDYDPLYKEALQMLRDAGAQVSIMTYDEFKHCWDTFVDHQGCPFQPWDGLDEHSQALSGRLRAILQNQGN
MIN6 prolif – inducers of MIN6 beta-cell proliferation, primary screen, ATP luminescence, uHTS. MIN6 cells proliferation, ATPlite luminescence, 48 h; cells starved in 0.2% serum; 100% = growth in 10% serum. hit rate 0.29% among 330,000. proliferation, % at 10 µM;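 active = compounds whose signal lies at least 3.5 SD above the mean of all wells on their plate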;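 note: 0% = DMSO-treated cells in low-serum medium and 100% = 10% serum control; some compounds called inactive have numbers as strong as hits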
NR3A LBD binder – binders of NR3A ligand-binding domain, primary screen, biophysical, differential scanning fluorimetry, uHTS | NR3A LBD differential scanning fluorimetry, Tm shift; 0% = protein alone, 100% = glycine-bound protein | hit rate 2.5% among 340,000 | Tm shift relative to glycine control, % at 25 µM | Glutamate receptor ionotropic, NMDA 3A (GRIN3A) ligand-binding domain;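 active = melting temperature shift of at least 10% of the positive control shift, at one fixed dose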
mIAP block – inhibitors of mouse IAP, primary screen, biochemical, luminescence, uHTS. AID 2806, 2010. hit rate 0.2% among 330,000. intestinal alkaline phosphatase [Mus musculus]. purified mouse IAP, CDP-Star luminescence, 30 min. inhibition, % at 10 µM;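 active = inhibition of at least 40% at 10 µM in the primary screen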;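 note: plate controls were DMSO with enzyme for no effect and no enzyme wells for full effect; values of inactives mirror those of a sister screen read the other way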
hIAP inh – human IAP inhibitors, primary screen, biochemical, luminescence, uHTS. Intestinal-type alkaline phosphatase (Homo sapiens), P09923. purified IAP, CDP-Star luminescence, 30 min. inhibition, % at 10 µM. hit rate 0.12% among 330,000;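 active = inhibition reaching a set limit with compound at 10 µM in the primary screen, cut at about 35% in these data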;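 note: plate controls were DMSO wells with enzyme for no effect and no-enzyme buffer wells for full effect; values of inactives mirror those of a sister screen read the other way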
MPTP block – mitochondrial permeability transition pore inhibitors, primary screen, biochemical, isolated mouse mitochondria, absorbance; Ca2+ swelling absorbance, 30 min; inhibition, % at 10 µM; hit rate 1.4% among 360,000; AID 602449, 2012;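 active = inhibition of 50% or more, scaled per plate between neutral and stimulator controls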;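 note: 0% = DMSO wells given calcium and 100% = 1 mM EGTA wells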
A3G deaminase – APOBEC3G DNA deaminase inhibitors, primary screen, biochemical, fluorescence, single-stranded DNA substrate, uHTS; DNA dC->dU-editing enzyme APOBEC-3G (Homo sapiens), Q9HC16; recombinant A3G, ssDNA deamination FAM/TAMRA fluorescence; inhibition, % at 20 µM; hit rate 0.28% among 330,000; AID 493012, 2011;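 active = inhibition of at least 40% at 20 µM, with no more than 30% in the related APOBEC3A deaminase screen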;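 note: plate controls were DMSO wells with A3G for no effect and wells lacking A3G enzyme for full effect; some compounds called inactive have numbers as strong as hits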
mIAP act – activators of mouse IAP, primary screen, biochemical, luminescence, uHTS; intestinal alkaline phosphatase [Mus musculus]; muIAP, CDP-Star luminescence, 30 min; stronger effect = higher value; 1 = vehicle-only enzyme signal, 0 = enzyme-free wells; activation factor at 10 µM; hit rate 0.24% among 330,000; AID 2805, 2010;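 active = activation factor of at least 2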; note: the source names both 10 and 20 µM as test concentration; values of inactives mirror those of a sister screen read the other way
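also added = chemiluminescent substrate CDP-Star | test system = mouse IAP enzyme | signal = chemiluminescence readout | compound = DMSO-dissolved test compounds | incubation = 30 min at room temperature | benchmarks = DMSO wells, no-enzyme wells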
* = called active by the depositor. Compounds as they come. Share with any hit: about 5%.

Sequence of screens: hIAP activ	A3A deaminase	MIN6 prolif	NR3A LBD binder	mIAP block	hIAP inh	MPTP block	A3G deaminase	mIAP act
COc1cc(C(=O)Nc2cnc(NC(=O)C(C)C)cc2C)cc(OC)c1OC
  0.925	-4.5	-1.4	2.2	-2.7	7.5	0.2	-3.3	1.03
CC(Nc1nc(-c2ccc(F)cc2)cs1)c1nc2cc(C(F)(F)F)ccc2n1CCCO (stereo unspecified)
  1.06	-3.3	-8.3	-1.7	-1.3	-6.3	1.7	-10.1	1.01
O=C(CSc1n[nH]c(-c2ccccc2Br)n1)NC(=O)NCc1ccco1
  0.914	-0.9	-1.3	1.5	5.8	8.6	0.5	-3.7	0.942
CC(CN(C)Cc1ccccc1)OC(=O)C1COc2ccccc2O1 (stereo unspecified)
  0.982	-3.3	-3.2	-0.3	3.8	1.8	-0.7	-7.7	0.962
Cc1c(Cc2ccccc2)c(=O)oc2c(C)c(OCc3nn[nH]n3)ccc12
  1.22	-4.2	-3.0	-17.7	1.7	-22.2	-3.0	-6.7	0.983
Cc1cccc(C(=O)Nc2ccc(NC(=O)CN3CCOCC3)cc2)c1
  0.992	-2.3	0.0	-3.6	10.0	0.8	-1.2	-6.7	0.9
Cn1c2ccccc2c2nnc(SCC(=O)Nc3ccccc3F)nc21
  1.13	-2.2	-2.5	0.5	-1.8	-12.6	1.6	-6.0	1.02
Cc1nnc(SCC(=O)NCc2ccc3c(c2)OCO3)s1
  0.813	-4.3	-2.4	-2.0	-1.2	18.7	-1.3	-6.9	1.01
COc1cc(/C=C2/C(=O)N(C)C(=S)N2C)ccc1OCc1cccc(F)c1
  0.962	-4.3	-3.5	-1.2	1.7	3.8	-0.4	-9.5	0.983
Cc1ccc(OCC(=O)NC(=S)Nc2ccc(Br)cn2)cc1
  0.978	-2.5	-4.7	3.5	5.3	2.2	4.7	-2.2	0.947
CC(C)c1ccc(NC(=O)CCNS(=O)(=O)c2cccc3nonc23)cc1
  1.16	1.2	-2.7	-7.7	11.4	-16.1	4.3	-2.5	0.886
O=C1/C(=C\c2cccnc2)Sc2ccccc21
  0.864	1.6	-3.9	-0.1	2.9	13.6	2.1	-2.9	0.971
CC(=O)Nc1ccc(NC(=S)Nc2ccccc2)cc1
  1.09	-0.2	-0.9	-6.7	3.3	-8.9	-0.5	-5.3	0.967
COc1ccc(C(C)NC(=O)Cc2ccc(Br)cc2)cc1 (stereo unspecified)
  1.04	0.4	-0.7	-1.0	-0.1	-4.0	-0.1	-1.3	1
Cc1cc(Cl)c2oc(C(=O)N(C)C(C)c3ccccn3)c(C)c2c1 (stereo unspecified)
  0.698	-1.0	9.6	-1.0	10.3	30.2	-0.7	-6.1	0.897
CN(CCCN1CCCCC1)C(=O)CCc1nnc(C2CCCCC2)o1
  1.06	-4.1	-0.5	0.3	0.5	-5.6	-2.4	-6.8	0.995
COc1ccc(CCN(Cc2cc3ccc(C)cc3[nH]c2=O)C(C)=O)cc1OC
  1.02	1.9	-0.5	1.6	-17.4	-2.0	3.1	1.5	1.17
O=C(CN(Cc1ccccc1F)C(=O)c1csnn1)NCc1ccc2c(c1)OCO2
  1.07	-3.4	-0.1	1.5	-8.2	-7.3	-1.5	-6.0	1.08
COc1ccc(C(=O)Nn2c(C)nc3ccccc3c2=O)cc1Br
  0.962	-4.7	-2.4	1.2	-5.9	3.8	0.8	-9.5	1.06
CCn1cc(C(=O)O)c(=O)c2cc(F)c(N3CCN(C(=S)NC(=O)c4cc(OC)cc(OC)c4)CC3)cc21
  0.927	-8.0	-3.8	-1.9	-1.8	7.3	-1.8	-8.5	1.02
CC(=O)c1sc(NC(=O)C2CC(=O)N(Cc3ccccc3)C2)nc1-c1ccccc1 (stereo unspecified)
  0.922	4.8	-1.4	0.2	4.0	7.8	-0.6	0.1	0.96
COc1ccc(Cn2c(CCC(=O)Nc3ccccc3)nc3cccnc32)cc1
  1.29	-6.1	-2.0	-0.7	-10.9	-29.3	1.2	-9.5	1.11
CCOc1ccc(-n2c(Cc3cc(=O)[nH]c(=O)[nH]3)nnc2SC(C)C)cc1
  1.02	-1.9	2.8	0.5	3.6	-2.0	-0.4	-6.5	0.964
O=S(=O)(Nc1nnc(-c2ccccc2)s1)c1ccc(Cl)cc1
  0.899	4.1	-0.2	-5.6	-8.1	10.1	3.6	-0.5	1.08
O=C1C2CCCN2C(c2cccs2)N1c1ccc(F)cc1 (stereo unspecified)
  0.948	0.1	0.5	2.1	12.4	5.2	1.1	-0.9	0.876
CC(NC(=O)COC(=O)C1CC2CCCC(C1)C2=O)c1ccccc1 (stereo unspecified)
  1.04	-1.4	-1.1	0.4	6.3	-4.2	-0.4	-3.7	0.937
CCOC(=O)CCC(=O)NCc1ccc2[nH]c(C)cc2c1
  0.801	3.9	-1.6	-7.2	12.0	19.9	2.5	2.9	0.88
CSc1nc(-c2ccccc2)nn1C(=O)c1ccc(C)cc1
  0.861	-0.1	0.0	2.3	-6.3	13.9	0.0	1.4	1.06
O=c1oc(-c2cc3ccccc3o2)nc2sc3c(c12)CCCC3
  0.86	2.9	-3.0	-2.8	2.0	14.0	-1.3	-3.4	0.98
CC(C)[C@@H](NC(=O)C1CCN(C(=O)[C@@H]2CCCN2C(=O)OC(C)(C)C)CC1)C(=O)NCc1ccc(F)cc1
  1.08	1.0	-3.0	-0.5	-12.7	-8.4	-0.5	9.4	1.13
COc1ccc(-n2c(=O)c3ccccc3n(CC(=O)Nc3cccc(OC)c3)c2=O)cc1
  1.02	0.2	-2.1	0.8	-2.9	-2.0	1.9	-9.2	1.03
COc1ccccc1NS(=O)(=O)N(C)C
  1.25	5.3	3.0	-0.8	-16.0	-25.4	-1.6	2.1	1.16
CCc1cccc(NC(=O)C2CCCN(S(=O)(=O)c3ccc4[nH]c(=O)ccc4c3)C2)c1 (stereo unspecified)
  0.828	-1.9	-1.7	-3.8	1.8	17.2	-1.9	-3.1	0.982
Cc1cccc(N2CCN(CC(=O)NCc3ccccc3)CC2)c1C
  1.22	-1.2	-1.3	-0.3	-3.6	-21.6	0.7	-5.6	1.04
O=C(CSc1ccc2c(c1)OCCO2)NCc1ccco1
  0.925	0.5	0.8	2.1	3.5	7.5	0.6	0.7	0.965
O=C(Nc1nc2ccc(S(=O)(=O)N3CCCCC3)cc2s1)c1ccncc1
  0.956	1.2	-2.2	-7.0	0.3	4.4	7.3	-2.6	0.997
C=CCC[C@H](Cc1ccc(F)cc1)C(=O)OC[C@H](Cc1c[nH]c2ccccc12)NC(=O)[C@@H](CC=C)CC(=O)N[C@H](CO)Cc1ccccc1
  1.2	2.8	-5.4	8.1	-6.9	-20.3	-0.6	-5.1	1.07
CCOC(=O)C(C)Sc1nc(N)c(NC(=O)c2ccc(OC)c(OC)c2)c(=O)[nH]1 (stereo unspecified)
  0.981	-0.4	0.2	-3.6	3.1	1.9	-0.8	-6.1	0.969
CCOC(=O)c1c(C)[nH]c(C(=O)OCC(=O)N2CCc3ccccc32)c1C
  1.06	1.3	2.7	-0.1	1.6	-6.2	1.2	-2.1	0.984
Cc1cccc(NC(=S)NCc2ccc3c(c2)OCO3)c1C
  1.01	-1.6	0.0	1.5	-12.7	-0.9	-1.2	-3.6	1.13
CC1Cc2ccccc2N1S(=O)(=O)c1cccc(C(=O)N2CCCCC2)c1 (stereo unspecified)
  0.895	-3.8	3.1	-1.4	5.1	10.5	-0.7	-6.2	0.949
COc1ccc(C)cc1NC(=O)C1CC(=O)N(Cc2ccco2)C1 (stereo unspecified)
  1.03	5.4	0.4	3.1	7.6	-3.5	0.4	0.0	0.924
COc1cc2c(=O)n(-c3ccc(C)cc3)c(=O)n(CC(=O)c3ccc4c(c3)OCO4)c2cc1OC
  1.14	-3.2	0.4	1.7	0.3	-14.4	-1.0	-5.7	0.997
COCCn1c(SCC(=O)Nc2nnc(C)s2)nnc1-c1c[nH]c2ccccc12
  1.1	1.3	-3.2	-0.5	-8.1	-9.6	-1.0	0.1	1.08
Nc1nonc1C(=O)NCCNCc1c(OCc2ccccc2F)ccc2ccccc12
  0.841	1.9	-5.6	-0.5	7.8	15.9	94.9*	-2.9	0.922
CCS(=O)(=O)CCSc1nc2ccccc2o1
  1.19	4.2	-1.1	2.4	3.2	-19.2	-1.4	6.9	0.968
O=C1NC2(CCCCCC2)N=C1c1ccc(F)cc1
  1.18	-2.7	-1.8	0.8	0.0	-17.9	1.1	-6.5	1
O=C(Oc1ccc2ccccc2c1)c1ccco1
  1.02	-0.3	-3.8	1.0	4.7	-1.9	0.5	-2.2	0.953
Cc1cc(C(=O)COc2cccnc2[N+](=O)[O-])c(C)n1Cc1cccs1
  0.757	9.0	-6.1	-2.8	31.6	24.3	-3.2	-0.2	0.684
CCOc1ccc(C(=O)Nc2cc(C)on2)cc1
  1.08	-0.3	-5.6	8.5	2.8	-8.1	-2.6	-2.4	0.972
O=C(Nc1nc(-c2ccncc2)cs1)c1ccco1
  0.959	9.2	-1.1	-1.7	31.1	4.1	-2.1	18.2	0.689
Cc1cccc(NC(=O)CNC(=O)COC(=O)c2ccc(C(C)(C)C)cc2)c1C
  1.06	1.7	-2.6	-1.6	-1.6	-6.0	-1.6	-4.3	1.02
Cc1c(C(=O)N2CCc3ccccc3C2)oc2ccccc12
  1.16	2.3	3.8	0.2	3.7	-15.8	-0.6	-0.2	0.963
CN(C1CCCCC1)S(=O)(=O)c1ccc2c(c1)c(=O)c(C(=O)NCCN1CCCC1)cn2C
  0.939	0.4	-0.6	0.5	6.2	6.1	0.0	-8.3	0.938
CCOc1ccc(-n2c(SCc3ccc([N+](=O)[O-])cc3)nnc2-c2ccccc2)cc1
  0.87	-4.4	0.0	1.8	7.3	13.0	0.4	-9.0	0.927
COc1ccc(C(=O)N2CCC3(CC2)NCCc2[nH]cnc23)cc1OC
  0.846	1.2	2.4	3.0	1.0	15.4	0.5	-0.7	0.99
O=C(Nc1cccnc1)c1ccc([N+](=O)[O-])o1
  1.04	0.1	-3.8	1.2	2.4	-4.1	0.9	-6.7	0.976
CC(=O)N1N=C(c2ccco2)CC1c1ccco1 (stereo unspecified)
  1.16	-4.0	0.7	-0.7	1.4	-15.8	1.7	-1.7	0.986

Single records (already shown). Order of screens: hIAP activ | A3A deaminase | MIN6 prolif | NR3A LBD binder | mIAP block | hIAP inh | MPTP block | A3G deaminase | mIAP act
Record of `O=C1NC2(CCCCCC2)N=C1c1ccc(F)cc1` = 1.18 | -2.7 | -1.8 | 0.8 | 0.0 | -17.9 | 1.1 | -6.5 | 1
Record of `CC(=O)N1N=C(c2ccco2)CC1c1ccco1` (stereo unspecified) = 1.16 | -4.0 | 0.7 | -0.7 | 1.4 | -15.8 | 1.7 | -1.7 | 0.986
